BLM inh: qHTS Assay for Inhibitors of Bloom's syndrome helicase (BLM) | RecQ-like DNA helicase BLM (Homo sapiens), P54132 | recombinant BLM DNA unwinding, fluorescence dequenching | Potency, µM (highest dose often 56.1 µM), for inactives: at the highest dose activity change, negative = inhibition, usual class: inhibitors | hit rate 0.2% among 350,000 | AID 2528, 2010;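 also: potency is read from the fitted curve at half-maximal effect; plate controls were vehicle for no effect and no enzyme for full effect; nearly all actives have a fitted effect of over 35% in size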
Pol kappa inh: qHTS for Inhibitors of Polymerase Kappa; Potency, µM (titrated, usually from 107 µM), without a hit: at the top dose activity, negative = inhibition, most hits filed as inhibitors; purified Pol kappa, fluorescent DNA synthesis assay, 10 min; hit rate 0.53% among 400,000; DNA polymerase kappa (Homo sapiens), Q9UBT6; also: potency is read from the fitted curve at half-maximal effect; % is scaled to controls: 0 for no effect and ±100 for the full control effect
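Pol kappa 10 nM + cpd, 15 min RT; start w/ substrate 50 nM final; fluorescence kinetic read, 0 and 10 min. Neg ctrl: buffer, no enzyme.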
POLI inh: qHTS for Inhibitors of Polymerase Iota; hit rate 1% among 390,000; Pol iota fluorescent replication assay, 10 min; AID 588590, 2011; DNA polymerase iota (Homo sapiens), Q9UNA4; Potency, µM (doses to about 115 µM), without a hit: at the top dose activity, negative = inhibition, hits mostly inhibitors; also: potency is read from the fitted curve at half-maximal effect
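Fluorescent replication assay read twice, at 0 min and 10 min after adding 50 nM (final) substrate. Enzyme (10 nM) and compounds were first incubated 15 min at room temperature; enzyme-free buffer wells were negative controls.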
POLB inh: qHTS Assay for Inhibitors of DNA Polymerase Beta; P06746; Pol beta primer extension/strand displacement, fluorescence kinetic; Potency, µM (highest dose often 114 µM), without a hit: top-dose activity change, negative = inhibition, actives largely listed as inhibitors; hit rate 1.3% among 340,000; AID 485314, 2010; also: potency is read from the fitted curve at half-maximal effect; % is scaled to controls: 0 for no effect and ±100 for the full control effect
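Human Pol beta at 10 nM; strand-displacement substrate 50 nM final. Compound exposure 15 min at room temperature before start, reaction 10 min at room temperature.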
Tb PGK inh: qHTS Assay to Find Inhibitors of Phosphoglycerate Kinase | Phosphoglycerate kinase, glycosomal (Trypanosoma brucei brucei), P07378 | Potency, µM (series often up to 57.5 µM), inactives show at the highest dose activity change, negative = inhibition, actives largely listed as inhibitors | hit rate 0.043% among 380,000 | AID 602233, 2012 | PGK/GAPDH coupled, Kinase-Glo luminescence, 60 min; also: potency is read from the fitted curve at half-maximal effect; % is scaled to controls: 0 for no effect and ±100 for the full control effect; nearly all actives have a fitted effect of over 60% in size
Target sequence (P07378 whole entry, looked up): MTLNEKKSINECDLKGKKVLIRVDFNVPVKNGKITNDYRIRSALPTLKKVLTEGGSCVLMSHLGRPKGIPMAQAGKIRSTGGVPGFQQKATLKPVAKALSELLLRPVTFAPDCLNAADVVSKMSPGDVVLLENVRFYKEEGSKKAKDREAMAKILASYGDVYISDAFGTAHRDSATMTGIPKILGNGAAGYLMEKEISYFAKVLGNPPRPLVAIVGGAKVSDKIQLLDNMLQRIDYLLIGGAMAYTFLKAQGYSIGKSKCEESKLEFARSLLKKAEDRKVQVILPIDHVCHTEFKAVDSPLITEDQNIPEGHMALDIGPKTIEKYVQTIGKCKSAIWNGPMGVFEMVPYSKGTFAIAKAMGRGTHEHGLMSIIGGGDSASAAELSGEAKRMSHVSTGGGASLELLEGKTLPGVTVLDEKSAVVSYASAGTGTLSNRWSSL
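Luminescent ATP detection (Kinase-Glo Plus) follows a 60-minute room-temperature incubation, with wells lacking PGK as controls. Buffer: 100 mM TEA (pH 7.6), 5 mM MgCl2, 0.01% Tween-20. Coupling enzyme GAPDH (100 nM final) supplies unstable 1,3-BPG in-well.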
RXFP1 antagonist: qHTS Assay for Antagonists of the Relaxin Receptor RXFP1. Relaxin receptor 1 (Homo sapiens), Q9HBX9. HEK293-RXFP1, relaxin-stimulated cAMP HTRF, 30 min; hits give low values. activity change, negative = inhibition, % at 57.5 µM. hit rate 0.59% among 350,000. AID 1259400, 2018;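 active = activity change of -60% or lower, but not beyond a set lower limit; inconclusive = change between -60% and -40%, or beyond the set limit; inactive = change above -40%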; also: % is scaled to controls: 0 for no effect and ±100 for the full control effect
POLH inh: qHTS for Inhibitors of Polymerase Eta | DNA polymerase eta (Homo sapiens), Q9Y253 | recombinant Pol eta, fluorescent DNA replication assay | Potency, µM (series often up to 114 µM), inactives show at the highest dose activity change, negative = inhibition, hits mostly inhibitors | hit rate 1.2% among 390,000 | AID 588591, 2011; also: potency is read from the fitted curve at half-maximal effect; % is scaled to controls: 0 for no effect and ±100 for the full control effect
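Fluorescent replication assay: 50 nM final substrate added after a 15 min room-temperature compound preincubation with 10 nM enzyme. Signal taken at 0 min and again at 10 min.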
Anesthetic bind: qHTS Assay for Identification of Novel General Anesthetics. hit rate 0.074% among 350,000. Potency, µM (top dose mostly 77.5 µM), inactives show at the highest dose activity change, negative = displacement, most hits filed as inhibitors. apoferritin/1-aminoanthracene competitive binding, fluorescence. Ferritin light chain (Equus caballus), P02791; also: potency is read from the fitted curve at half-maximal effect; % is scaled to controls: 0 for no effect and ±100 for the full control effect; nearly all actives have a fitted effect of over 20% in size
Target sequence (P02791 2-175 limits assumed): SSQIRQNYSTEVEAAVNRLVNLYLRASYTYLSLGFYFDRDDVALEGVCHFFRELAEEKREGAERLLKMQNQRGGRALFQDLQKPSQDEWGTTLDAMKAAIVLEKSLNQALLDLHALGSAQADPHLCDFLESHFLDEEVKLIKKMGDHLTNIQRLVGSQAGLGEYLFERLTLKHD
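Horse-spleen apoferritin (10 uM) in 50% saturated 1-aminoanthracene in PBS was incubated 10 min at room temperature with compound. Fluorescence (ex 380, em 535 nm) was normalized to free and bound 1-AMA, with concentration-response fitted by a four-parameter Hill equation.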
APE1 inh: qHTS Assay for Inhibitors of the Human Apurinic/apyrimidinic Endonuclease 1 (APE1) | DNA repair nuclease/redox regulator APEX1 (Homo sapiens), P27695 | recombinant APE1, TAMRA/BHQ-2 abasic DNA cleavage fluorescence | Potency, µM (top dose mostly 65.8 µM), inactives show at the highest dose activity change, negative = inhibition, most hits filed as inhibitors | hit rate 0.35% among 350,000 | AID 2517, 2012;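 also: potency is read from the fitted curve at half-maximal effect; plate controls were vehicle for no effect and reference inhibitor for full effect; nearly all actives have a fitted effect of over 55% in size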
Target sequence (P27695 whole entry, looked up): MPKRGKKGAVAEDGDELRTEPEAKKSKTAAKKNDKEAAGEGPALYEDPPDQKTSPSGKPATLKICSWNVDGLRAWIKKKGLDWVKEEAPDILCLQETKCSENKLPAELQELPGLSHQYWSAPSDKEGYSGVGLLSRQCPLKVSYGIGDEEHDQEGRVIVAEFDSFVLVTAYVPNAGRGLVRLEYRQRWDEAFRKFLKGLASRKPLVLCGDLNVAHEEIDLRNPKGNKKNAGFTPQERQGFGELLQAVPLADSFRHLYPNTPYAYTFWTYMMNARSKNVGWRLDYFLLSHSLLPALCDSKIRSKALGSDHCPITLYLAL
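Quantitative HTS: incision of a TAMRA/BHQ-2 double-stranded substrate bearing a tetrahydrofuran abasic site by 0.75 nM APE1 raises fluorescence. Substrate 50 nM final, added after 15 min compound preincubation at room temperature; progress as third-minus-first kinetic read difference.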
* marks the source's active call; other numbers are inactive results; i = inactive; u = inconclusive; x = no result given; [ ] = another dose, or the depositor's remark. Unless noted, calls follow the shape of the dose curve; as a rule, active = well fitted curve in the direction sought with a large enough effect; inconclusive = small, poorly fitted or top-dose-only effect, or another doubt; inactive = no such curve, though single readings can be large; an effect the other way counts as inactive or inconclusive. An excerpt (hit frequency here may not be typical).

Compound | BLM inh | Pol kappa inh | POLI inh | POLB inh | Tb PGK inh | RXFP1 antagonist | POLH inh | Anesthetic bind | APE1 inh
CCCC(=O)Nc1ccc(C(=O)N/N=C2\CC(=O)CC(C)(C)C2)cc1 | -1.8% | 0.9% | -2.2%[58.9 µM] | 25.8% | -0.7% | -0.3 | 4.5% | -1.9% | 20.8%
O=C(c1cc([N+](=O)[O-])ccc1Cl)N1CCN(c2ccccc2)CC1 | 3.8% | -10.3% | 149.3%[activator] | 26.7% | 13.2% | 10.1 | -7.1% | -3.8% | 1.5%
O=C(Cn1c(=O)n(Cc2ccc3c(c2)OCO3)c(=O)c2ccccc21)N1CCCc2ccccc21 | -5.7% | -3.4% | -4.6% | 2.5% | -2.2% | -12.9 | -8.3% | 6.8% | 9.0%
CN1/C(=C\C(=O)c2cccs2)Sc2ccccc21 | -2.8% | -5.4% | 2.5% | 13.9% | -11.0% | -3.9 | 3.8% | -4.3% | -4.1%
Cn1cnc2c1c(=O)n(CC(O)CO)c(=O)n2C (stereo not given) | 1.2% | -18.1% | 6.0% | 42.6% | -8.8% | -4.2 | 6.1% | -4.3% | u
COc1cc(/C=N/NC(=O)CCc2c(C)n[nH]c2C)ccc1O | -2.2% | -1.7% | 1.7% | 1.6% | -6.6% | 1.5 | -3.6% | -2.9% | 0.0%
O=C1COc2ccc(-c3csc(NCCc4ccccc4)n3)cc2N1 | -4.7% | -40.3% | u | -17.5% | -3.8% | 6.5 | -9.8% | -20.9% | 1.7%
COc1cccc(/C=C2\Oc3cc(OC(=O)N4CCOCC4)ccc3C2=O)c1 | 1.0% | 0.0% | 77.7%[activator] | 1.0% | -5.2% | -19.3 | -13.7% | -9.4% | 1.8%
Cc1c(C(=O)Nc2ccc(F)cc2)oc2ccc(S(=O)(=O)N3CCCC3)cc12 | -7.7% | -4.9% | -21.6% | -1.9% | -7.3% | x | -9.6% | -0.6% | 4.7%
CC(c1ccon1)N(C)C(=O)c1ccc2nc(Cc3cccc(Cl)c3)oc2c1 (stereo not given) | -2.4% | -13.5% | -2.1% | 15.5% | 2.9% | 14.9 | -10.2% | -15.7% | -12.9%
CCn1c(=N)n(CC(=O)C(C)(C)C)c2ccccc21 | -5.0% | -8.1% | -10.7% | -0.4% | x | -15.8 | -1.9% | -14.6% | -3.5%
O=C(CSc1nc2ccccc2c(=O)n1CCCN1CCOCC1)Nc1ccccc1OC(F)F | x | -5.7% | -14.0% | x | -3.6% | -2.8 | -17.0% | x | 6.5%
CN1CCCC(OC(=O)c2ccc(Cl)cc2)C1 (stereo not given) | 6.7% | -0.1% | -11.8% | 1.3% | -1.5% | 11.5 | -10.9% | 9.4% | 2.0%
CC(C)(C)NC(=O)N1CCCN(c2ccc(C(F)(F)F)cn2)CC1 | -1.7% | -4.0% | -10.4%[58.9 µM] | u | i | 4.3 | -3.3% | 3.5% | -1.8%
COc1ccc([C@H]2CC(=O)C=C(c3cccc(CO)c3)C2)cc1OC | x | 16.1% | 2.2% | x | -5.3% | x | -19.8% | x | 12.3%
Cc1ccc2cc(C(c3nnnn3Cc3ccccc3)N3CCc4ccccc43)c(=O)[nH]c2c1C (stereo not given) | 1.0% | -23.8% | 40.0% | 5.2% | -1.6% | -22.0 | u | -19.7% | -11.6%
Cc1cccnc1NC(=O)c1cccc(NC(=O)CC2SC(N3CCCCC3)=NC2=O)c1 (stereo not given) | x | -5.2% | 8.3% | x | -8.9% | 3.4 | -17.1% | x | 10.6%
N#CCCn1cc(CNCc2ccccc2)c(-c2cccc([N+](=O)[O-])c2)n1 | -8.5% | -1.2% | 30.4%[activator] | 5.1% | 1.1% | -3.2 | -8.8% | -10.6% | -1.2%
Cc1ccc(C(=O)Nc2c(C)cc(C)c3cccnc23)cc1 | -6.1% | -9.2% | -24.5% | 0.3% | 3.9% | 7.7 | -14.6% | -5.2% | 17.7%
COC(=O)c1oc2c(c1C)C1(CCC2)SCCS1 | -3.3% | -9.1% | -11.5% | -20.6% | -4.8% | -17.6 | -9.1% | -6.9% | -2.6%
Cc1ccc(-n2c(=O)c3ccc(C(=O)NCc4ccccc4Cl)cc3n(Cc3cccc(F)c3)c2=O)cc1 | -0.3% | -1.3% | -0.5% | 11.2% | 9.8% | x | 0.5% | -6.1% | x
N#CCCn1cc(/C=N/O)c(-c2ccc(Cl)cc2)n1 | 2.8% | -3.2% | 13.7% | -15.8% | -3.7% | 21.7 | -3.3% | -2.5% | 3.8%
COc1ccccc1NC(=O)c1ccc(CS(=O)(=O)c2ccc(C)cc2)cc1 | -1.2% | 5.4%[60.1 µM] | 1.2% | 33.2%[activator] | 9.4% | -5.3 | -7.7% | -2.8% | 12.1%
CN1CCCN(C(=O)c2ccc(Cl)cc2)CC1 | -5.9% | 0.9% | 35.8%[activator] | 29.1% | -6.2% | -1.7 | -6.8% | -1.4% | 1.5%
O=C(c1cccc([N+](=O)[O-])c1)N1CCCC(C(=O)N2CCCCCC2)C1 (stereo not given) | 0.4% | -9.1% | 0.3% | 2.5% | -2.4% | -7.4 | 6.9% | -0.4% | -1.6%
CCC(C)N(C(=O)Cn1nnc2ccccc21)C(C(=O)Nc1ccc(F)cc1)c1cccc(OC)c1 (stereo not given) | -8.4% | -12.3% | 0.9% | 10.2% | x | -37.7 | -12.5% | -10.6% | -5.3%
CC1(C)CC(=O)C(C=Nc2ccc(C(=O)c3ccccc3)cc2N=CC2=C(O)CC(C)(C)CC2=O)=C(O)C1 | -14.9% | -12.3% | -11.0% | 6.5% | -5.3% | 18.3 | 1.1% | 2.5% | 17.1%
FC(F)Oc1ccc(NC(=S)NCc2nc3ccccc3[nH]2)cc1 | -5.0% | -21.0% | 52.5%[activator] | 27.8% | 1.5% | -18.8 | -25.5% | -7.1% | 26.3%
CCN(c1ccc(NC(=O)COC(=O)/C=C/c2ccco2)cc1)C(C)C | x | -5.0% | 3.1% | x | -6.3% | -10.6 | -23.3% | x | -3.0%
CC(C)C(NC(=O)c1cccs1)C(=O)NC1CCCCC1 (stereo not given) | -5.7% | 1.0% | 28.5% | 12.3% | 0.8% | -2.8 | 3.6% | -0.6% | 15.0%
CCCCNC(=O)N1CCN(c2ccccc2OC)CC1 | -2.2% | -9.8% | 50.3%[activator] | 20.0% | 5.9% | -5.6 | -0.6% | -3.2% | 7.7%
COc1ccc(S(=O)(=O)N2CCCCCC2)cc1NC(=O)c1ccccc1F | x | -16.8% | -2.9% | x | 5.6% | -3.1 | -8.1% | x | 35.5%
O=C(OC(C(=O)NCc1ccc(F)cc1)c1ccccc1)c1ccco1 (stereo not given) | -4.5% | -24.3% | 238.0%[activator] | 64.5% | 8.2% | 11.4 | -6.3% | -1.7% | -3.1%
COc1ccccc1C1CC(c2ccc(NS(C)(=O)=O)cc2)=NN1C(=O)c1ccccc1 (stereo not given) | -20.4% | -5.2% | 12.4% | 0.5% | i | -6.5 | -9.8% | -6.5% | -2.4%
C/C(=N\NC(=O)C1COc2ccccc2O1)c1ccc(Cl)s1 (stereo not given) | -3.3% | -5.8% | 36.6%[activator] | 1.4% | i | -23.4 | -23.8% | -10.9% | -3.2%
CCOC(=O)C1=C(COC(=O)/C=C/c2ccccc2Cl)NC(=O)NC1C (stereo not given) | -5.2% | -7.7% | 4.0% | 14.4% | -2.8% | -17.7 | -19.3% | u | -15.2%
O=C(c1cccc(N2C(=O)c3ccccc3C2=O)c1)N1CCCC(C(F)(F)F)C1 (stereo not given) | x | -10.8% | 29.8% | x | -8.5% | -1.8 | -12.0% | x | -11.4%
CCNC(=S)NCC | x | 6.2% | u | x | 6.2% | 2.4 | -6.4% | x | 8.9%
Cc1cccc(NC(=S)NNC(=O)c2ccc(O)cc2O)c1C | 1.9% | -10.6% | u | 0.4% | -8.1% | -1.2 | -10.1% | -3.3% | -1.0%
N#Cc1cccc(C(c2nnnn2C2CCCC2)N2CCCCCC2)c1 (stereo not given) | -4.6% | -8.0% | -3.9% | 0.5% | -1.0% | 0.0 | 0.4% | -2.9% | u
Cc1ccccc1NC(=S)NC(=O)C1CCCCC1 | -5.1% | 0.4% | -14.0% | 10.7% | -4.6% | -9.3 | -19.9% | -22.0% | 15.7%
CC(C)=C1C2CCC1C1C(=O)N(CCc3ccccc3)C(=O)C21 (stereo not given) | 4.6% | -17.1% | 34.8%[activator] | 11.8% | 6.4% | 4.6 | -14.4% | -0.5% | -0.6%
COc1ccc2nc3cc([N+](=O)[O-])ccc3c(NNc3ccc([N+](=O)[O-])cc3)c2c1 | x | -16.5% | 5.7% | x | -9.8% | -13.1 | u | x | x
COc1ccccc1CCNC(=O)Cn1ccc2cc(S(=O)(=O)N3CCC(C)CC3)ccc21 | -6.2% | -8.3% | 12.9% | 16.4% | i | -35.9 | -7.2% | 2.6% | -7.5%
O=C(C1CCN(S(=O)(=O)N2CCCC2)CC1)N1CCCCC1 | -3.4% | -0.5% | 6.4% | -11.7% | x | 10.1 | 12.7% | -9.5% | -3.2%
CCC(=O)NC1(C(F)(F)F)C(=O)Nc2c1c(=O)[nH]c(=O)n2Cc1ccco1 (stereo not given) | -0.2% | 9.0% | -6.9% | 8.7% | i | 10.8 | -7.7% | -0.3% | u

Bioassay records from PubChem.
